Assay outcomes (PubChem)
KDM5B inhibitor: inhibitors of human KDM5B histone demethylase; 2.6% of 220,000 active; Q9UGL1; KDM5B demethylase, FDH-coupled NADH fluorescence (FDH is formaldehyde dehydrogenase); Potency, µM (titrated, usually from 57.7 µM), inactives show at the top dose activity change, negative = inhibition, hits mostly inhibitors; active = well fitted inhibition curve with a large enough effect; inconclusive = small, poorly fitted or top-dose-only effect; inactive = no such curve, though single readings can be large or run the other way; note: 0% is about no effect; nearly all actives have a fitted effect of over 70% in size
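qHTS format, multiple compound concentrations. Buffer 50 mM HEPES pH 7.5/0.01% Tween-20; 200 nM KDM5BΔAP final; 10 min compound preincubation; substrate-mix levels 12.5 µM peptide, 25 µM α-KG, 0.25 mM NAD⁺; 30 min RT; ΔRFU.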
The depositor's hits bear a star; i = inactive; ? = inconclusive; [ ] = dose if it differs, or a comment. Potency is the fitted concentration of half-maximal effect. An excerpt, so the mix of outcomes need not match the whole.

SMILES	KDM5B inhibitor
Cc1cccc(C(=O)C(C)C(=O)c2cccc(C)c2)c1	-12%
O=S(=O)(Cc1cccc(F)c1)Cc1nc2ccccc2s1	-24%
COc1ccccc1CNC(=O)CN1CCn2nc(C(C)O)cc2C1 (stereo unspecified)	-16%
CN1C[C@H](NCc2nccn2C)CCC[C@@H](C(=O)N(C)Cc2cccnc2)CC1=O	6%[86.2 µM]
CCOc1ccccc1N(C)C(=O)C1CCCN(c2ncnc3onc(-c4ccc(F)cc4)c23)C1 (stereo unspecified)	4%
O=C(Cc1c[nH]c2ccccc12)N1CCC(Cc2nc(C3CC3)n[nH]2)C1 (stereo unspecified)	15%
CCN1CCN(C(=O)c2cc(-c3ccccc3)cn2C)CC1	2%
COC(=O)[C@]1(CC(C)C)N[C@H](c2cc(C(C)C)no2)[C@@H]2C(=O)N(C)C(=O)[C@@H]21	-7%
O=C1CCC2(CCCO2)CCN1Cc1cccc(F)c1 (stereo unspecified)	-15%
CN1CC2(CCN(C(=O)c3cccn3C)CC2)CC(c2ccccc2)C1=O (stereo unspecified)	24%
Cc1ccc(COc2ccc3oc(-c4ccccc4)c(C(=O)O)c3c2)cc1	?
Cc1noc(C)c1[S+](=O)([O-])N1CCC2(CCN(Cc3cccs3)c3ccccc3O2)CC1	?
CCOC(=O)c1c(NC(=S)Nc2ccc(OCC)cc2)sc2c1CCN(C)C2	?
CN(C)c1cc(N2CCCC(NC(=O)c3ccccc3F)C2)ncn1 (stereo unspecified)	22%
CCC(C(=O)Nc1ccc(C(=O)OC)cc1)n1c(=O)c(-c2ccccc2NC(C)=O)nc2ccccc21 (stereo unspecified)	-47%
Cc1ccc(C)c(C(=O)NC2CCN(c3cc(C(F)(F)F)nc(C)n3)CC2)c1	?
NC(=O)c1ccc(NC(=O)c2cc(-c3cccs3)nc3ccccc23)cc1	?
OC1CCCN(Cc2nnc(-c3ccccc3Cl)o2)C1 (stereo unspecified)	6%
CCOc1ccc(-c2cc3nc(C4CCN(C(=O)OC(C)(C)C)CC4)c(C(=O)Nc4c(C)cccc4C)cn3n2)cc1	?
O=C(Cc1ccccc1)Nc1ccnn1C1CCN(Cc2cn[nH]c2-c2ccccc2)CC1	20%
CCc1noc(-c2cccn3c(CNC(=O)Cc4cccc(F)c4)nnc23)n1	25µM*
CN(C)c1cc(N2CCCC(NC(=O)c3ccoc3)C2)ncn1 (stereo unspecified)	27%
Cc1ccc2nc3sc(C(=O)N4CCN(c5cccc(C(F)(F)F)c5)CC4)cc3cc2c1	-3%
Cc1ccccc1-c1nnc(SCC(=O)N(CC(C)C)c2c(N)n(CC(C)C)c(=O)[nH]c2=O)n1C	0%
O=C(Nc1ccc(Oc2ccc(Cl)cc2)cc1)c1nc2ccccc2nc1N1CCOCC1	9%
COc1ccc(S(=O)(=O)N[C@H]2C[C@@H](c3nc(C(C)C)no3)N(C)C2)cc1	9%[86.2 µM]
CCc1ccc(CNC(=O)CSc2cc(=O)n(CC)c3ccccc23)cc1	?
O=C1N(Cc2ccccc2Cl)c2ccccc2C1(O)c1c[nH]c2ccccc12 (stereo unspecified)	-22%
Cc1ccc(NC(=O)Nc2ccc(C)n(CC(=O)NC3CCCC3)c2=O)cc1	?
CCCCN(CC)c1ccc(NS(=O)(=O)c2ccc(Br)s2)cc1C(=O)O	-21%

Structures listed above that bear a hit mark in KDM5B inhibitor:
SMILES	KDM5B inhibitor
CCc1noc(-c2cccn3c(CNC(=O)Cc4cccc(F)c4)nnc23)n1	25µM*

Continued.
SMILES	KDM5B inhibitor
O=C(O)c1cccc(CN2CC(COc3ccccc3)C3(C2)CN(c2ccccc2)C3)c1 (stereo unspecified)	1%[86.2 µM]
Cc1ccc(/C=C/c2nc3ccccc3n2S(=O)(=O)c2cccc(Cl)c2)cc1	?
CCOC(=O)CCCNC(=O)CCl	6%
O=C(c1ccccc1F)N1CCC2(CC1)CCN(Cc1cccs1)c1ccccc1O2	?
C=CCN(CC=C)C(=O)c1c(-c2ccccc2)noc1[C@H](C)O	-27%[86.2 µM]
O=C(c1cccc(Cl)c1)N1c2ncnn2C2(CCCCC2)[C@@H]2CCCC[C@@H]21	-12%
O=C(O)[C@]12CCCN[C@@H]1CCN(c1cc(N3CCOCC3)ncn1)C2	?
C=CCOc1ccc2c(=O)c(Oc3cc(C)ccc3C)coc2c1	-4%
COC(=O)CNC(=O)c1cccc2c(=O)c(C)c(-c3ccccc3)oc12	10%
O=C(c1ccccn1)N1CC(Oc2ccc3c(c2)OCO3)C1	-11%[149 µM]
CCOc1ccc(NC(=O)CC2C(=O)N(c3cccc(OC)c3)C(=O)N2C2CCCCC2)cc1 (stereo unspecified)	-16%
Cc1ccc(S(=O)(=O)N2CCN(C(=O)CNc3cccc(Cl)c3Cl)CC2)cc1	-5%
Nc1nc(C2CC(O)C2)cc(N2CCC(CCN3CCCC3=O)CC2)n1 (stereo unspecified)	-5%
Cc1noc(C)c1S(=O)(=O)N1CCC2(CC1)C(=O)N(C)c1ccccc12	-3%
Cn1c(=O)[nH]c2c(nc(-c3ccccc3)n2CCc2ccccc2)c1=O	?
Cc1ccc(NC(=O)CSc2nc3ccc(Br)cc3[nH]2)c(C)c1	-4%
Cc1nn(CC(=O)NCCN2CCCCCC2)c(=O)c2nc(-c3ccccc3)sc12	20µM*
CCCc1cc(=O)[nH]c(SCc2nc(-c3ccccc3)no2)n1	-13%
CC(C)(C)OC(=O)N1CC(Nc2ccc(Oc3ccccc3)cc2)C1	?
O=C1NCCCCCN(Cc2cn[nH]c2-c2cccs2)[C@H]2CCC[C@@H]12	?
Cc1cc(C(=O)N[C@@H]2CCC[C@@H](C(=O)NCc3cc(F)cc(F)c3)CC(=O)N(C)C2)no1	-14%
O=C(O)CCc1ncc(-c2ccc(F)cc2F)o1	2%
CC(=O)NC1(C)CCN(Cc2ccc(-c3cccc(Cl)c3)cc2)C1 (stereo unspecified)	?
Cc1cn2c(=O)cc(COC(=O)c3ccccc3F)nc2s1	-3%
Cc1noc(C)c1-c1cc2c(cc(C)n2C)c(-c2cnn(C)c2)n1	i
COc1ccc(Cl)cc1NC(=O)COC(=O)c1nn(C)c(=O)c2ccccc12	-6%
Cc1nc(N2CCOCC2)c2c(C(=O)N3CCN(c4ccc(Cl)cc4)CC3)c(C)oc2n1	-37%
CCN(CC)S(=O)(=O)c1ccc(-c2nc(C#N)c(NCc3ccc(F)cc3)o2)cc1	?
O=C(NCCCN1CCOCC1)c1noc(-c2ccc[nH]c2=O)n1	i
COCc1cc(=O)n2[nH]c(-c3cccs3)cc2n1	?
COC1CCN(C(=O)c2ccnc(-c3nnc4ccc(N5CCOCC5)nn34)c2)CC1	-34%[86.2 µM]
Cc1cc(C(=O)N2CC(N(C)Cc3cccnc3)C2)n[nH]1	12%
O=C(Cc1ccc(Cl)cc1)N1CCC(N2CC3CC(C2)[C@H]2CCCC(=O)N2C3)CC1 (stereo partly specified)	?
CS(=O)(=O)c1ccc2nc(NC(=O)COc3ccc(F)cc3)sc2c1	-13%
CC(=O)Nc1ccc(C(=O)CN2CCN(c3ccccc3)CC2)cc1	?
Cc1cccc(C(=O)N2CCC(c3noc(COc4cccnc4)n3)CC2)c1	4%
Cc1cccc2c(C(=O)O)cc(-c3ccc(Cl)s3)nc12	?
COC(=O)c1c(-c2ccc(F)cc2)csc1NC(=O)CN1CCN(c2ccccc2)CC1	-4%
CC(=O)N1c2ccc(S(=O)(=O)NCc3ccc(Cl)cc3)cc2CC1C (stereo unspecified)	-42%
O=C(NCc1ccncc1)C1CC(=O)N(c2n[nH]c3ccccc23)C1 (stereo unspecified)	8%
Cc1noc(C)c1Cn1cnc(-c2ccccc2)c1-c1ccc(CO)o1	?
CCOc1ccc(N(CC)S(=O)(=O)N2CCCC(C(=O)Nc3ccc(OC)c(Cl)c3)C2)cc1 (stereo unspecified)	-7%
Cc1cc2c(c(=O)n(-c3ccc(F)cc3)c(=O)n2CC(=O)Nc2cc(F)ccc2F)n1C	-2%
O=C(O)CS(=O)(=O)Cc1cccc(Br)c1	13%
CSc1sccc1/C=C(/C#N)C(=O)c1ccco1	?
COc1cccc2cc(CC(=O)c3cc(C)ccc3C)c(=O)oc12	20%
CCCOC(=O)c1ccc(Cn2nnc3sc4c(c3c2=O)CCC(C)C4)cc1 (stereo unspecified)	-27%
Cn1c(=O)c2c(SCC(=O)Nc3cccc(F)c3)nc(-c3ccco3)nc2n(C)c1=O	-1%
CC(C)NC(=O)NCC1(COc2ccccc2)C[C@@H](O)[C@@H](O)C1 (stereo partly specified)	15%[86.2 µM]
COc1cccc(C(=O)Nc2sc3c(c2C(N)=O)CCC(C)C3)c1OC(F)F (stereo unspecified)	-9%

3 entries picked at random from the list so far, as already listed:
SMILES	KDM5B inhibitor
O=C(O)CS(=O)(=O)Cc1cccc(Br)c1	13%
Cc1cc2c(c(=O)n(-c3ccc(F)cc3)c(=O)n2CC(=O)Nc2cc(F)ccc2F)n1C	-2%
Cn1c(=O)c2c(SCC(=O)Nc3cccc(F)c3)nc(-c3ccco3)nc2n(C)c1=O	-1%

(next part)
SMILES	KDM5B inhibitor
O=C(NC1CCN(c2cc(-c3ccc(Cl)cc3)[nH]n2)C1)c1ccc2cc[nH]c2c1 (stereo unspecified)	?
CCOc1cc(/C=C(\C(=O)O)c2ccc(S(=O)(=O)N3CCCC3)s2)ccc1OC	?
Cc1cc(C)c(/C=N/NC(=O)C(c2ccccc2)c2ccccc2)c(C)c1	21%
c1ccc2nc(-c3nnc4sc(-c5ccncc5)nn34)ccc2c1	3%
CCOC(=O)C(C(=O)O)C1CCCCC1 (stereo unspecified)	-9%
Cn1ncc(N2CCN(c3cc(C4CC(O)C4)nc(N)n3)CC2)cc1=O (stereo unspecified)	17%
Cc1ccc(-c2nc(C3CC(=O)N(c4ccc(F)c(Cl)c4)C3)no2)cc1C (stereo unspecified)	-4%
CNS(=O)(=O)c1ccc(Oc2ccc3c(C)cc(=O)oc3c2)c([N+](=O)[O-])c1	i
Cn1c(Cn2cccn2)nnc1C1CC(NC(=O)c2ccc(CO)o2)C1 (stereo unspecified)	7%
Cc1cc(C)cc(-n2nnc(C(=O)NC(C)C)c2N)c1	11%

Sorted by length of the SMILES (largest number first): some entries from above
SMILES	KDM5B inhibitor
O=C(NC1CCN(c2cc(-c3ccc(Cl)cc3)[nH]n2)C1)c1ccc2cc[nH]c2c1 (stereo unspecified)	?
CCOc1cc(/C=C(\C(=O)O)c2ccc(S(=O)(=O)N3CCCC3)s2)ccc1OC	?
Cc1ccc(-c2nc(C3CC(=O)N(c4ccc(F)c(Cl)c4)C3)no2)cc1C (stereo unspecified)	-4%
Cn1ncc(N2CCN(c3cc(C4CC(O)C4)nc(N)n3)CC2)cc1=O (stereo unspecified)	17%
Cn1c(Cn2cccn2)nnc1C1CC(NC(=O)c2ccc(CO)o2)C1 (stereo unspecified)	7%
c1ccc2nc(-c3nnc4sc(-c5ccncc5)nn34)ccc2c1	3%

Further records
SMILES	KDM5B inhibitor
Cc1c(C(=O)NCc2ccccc2Br)oc2c1-c1[nH]ncc1CC2	?
Cc1ccc(-n2nnc(-c3nc(-c4cccs4)no3)c2N)cc1C	2%
O=c1[nH]nc(SCc2nnc(-c3ccc([N+](=O)[O-])cc3)o2)n1C1CCCCC1	0%
O=C(c1cccc(-n2cccn2)c1)N1CCOCC(O)(CN2CCCC2)C1 (stereo unspecified)	?
CN(C)C(=O)N1Cc2ccccc2OC2(CCN(C(=O)CCC(=O)OC(C)(C)C)CC2)C1	12%[115 µM]
O=C(NCCc1ccccn1)c1ccc(OC2CCNCC2)nc1	?
Cn1cc(C(=O)N2CCC(c3noc(-c4ccccc4)n3)C2)cn1 (stereo unspecified)	-19%
CN1CCN(c2oc(/C=C/c3ccc(F)cc3)nc2C#N)CC1	?
CC1(C)[C@H](Cc2cc(COC(=O)c3cccs3)on2)C[C@@H]1NC(=O)c1cccs1	-15%[86.2 µM]
COc1ccccc1NC(=O)c1ncn(-c2ccccc2)n1	6%
CCN(CC)c1nc2ccccc2nc1C(=O)Nc1cc(F)ccc1F	4%
O=C(Nc1ccc(C23CC4CC(CC(c5ccccc5)(C4)C2)C3)cc1)c1ccc(-c2ccccc2)cc1	-2%
COc1ccc(NC(=O)C2CCN(C(=O)c3ncn4c3COC(c3ccc(OC)cc3)C4)CC2)cc1 (stereo unspecified)	-19%
CNC(=O)NC(=O)C(c1ccccc1)N(C)Cc1ccc(C)cc1 (stereo unspecified)	-2%
Cn1ccc(C(=O)N2CC3ON=C(C(=O)N4CCCC4)C3C2)n1 (stereo unspecified)	-5%[149 µM]
Cc1cc(C)c(Cn2c(C3CC(=O)N(c4ccc(F)cc4)C3)nc3ccccc32)c(C)c1 (stereo unspecified)	-51%
COC(=O)[C@@H]1Cc2c([nH]c3ccccc23)[C@H]2C[C@@H](NCCO)C[C@@H](c3ccc(F)cc3)N21	?
O=C(NCC1CNCCOC1)c1ccc2nc(-c3ccc(F)cc3)cn2c1 (stereo unspecified)	28µM*
O=C(c1ccc(OC(F)(F)F)cc1)N1CCC2(CC1)CC(O)CCO2 (stereo unspecified)	13%
CCOc1ccc(-c2cn(-c3ccc(C)cc3)c(SCC(=O)Nc3ccc(C)cc3)n2)cc1	-13%
COc1ccc2c(Sc3ccc(C)cc3)c(C(=O)NC(C)C)[nH]c2c1	-7%
